# STEP block: inhibitors of human striatal-enriched phosphatase STEP; P54829; recombinant STEP, OMFP fluorogenic substrate, fluorescence; inhibition, % at 20 µM; hit rate 0.25% among 360,000;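 active = inhibition at 20 µM, scaled per plate between control wells, above about 37%, limit read from the data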;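 note: 0% = DMSO with enzyme and substrate and 100% = substrate only without enzyme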
#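 Material: STEP (striatal-enriched tyrosine phosphatase) enzyme, cell-free | Medium: 50 mM Bis-Tris pH 6.0 with 2.5 mM DTT and 0.005% Tween 20 | Read-out: Percent inhibition scaled to no-enzyme and uninhibited-enzyme controls, plate-pattern corrected | Signal: Fluorescence read at 480 nm ex / 540 nm em | Times: 20 min reaction, room temperature, in the dark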
# Neddylation inh: cullin neddylation inhibition; P61081+Q13564; TR-FRET cullin neddylation, biochemical; calls only at 25 µM; hit rate 0.58% among 360,000; AID 651699; in the data active = inhibition above about 36%
# SUMO1-SIM PPI: alters human SUMO1 binding to SIM partners | hit rate 0.33% among 360,000 | inhibition, % at 20 µM | P63165 | SUMO1 binding to a labelled peptide, TR-FRET, 1 h; in the data active = inhibition above about 37%
# SKN-1 inh: inhibitors of C. elegans SKN-1 | inhibition, % at 21.8 µM | hit rate 0.49% among 360,000 | C. elegans VP596 Pgst-4::GFP/RFP ratio, acrylamide-induced, 24 h;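 active = interference check ratio from 0.5 to 1.5 plus GFP to RFP signal ratio inhibition reaching or exceeding a fixed threshold, cut at about 30% in these data, passing the limit was not always enough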; note: some compounds called inactive have numbers as strong as hits
# LMPTP inh: LMPTP (human) inhibition; AID 651560; recombinant LMPTP-A, OMFP fluorogenic substrate, fluorescence intensity; inhibition, % at 20 µM; P24666; hit rate 0.22% among 360,000;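 active = compounds that cut the enzyme signal by at least half of the control window in the single-dose screen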;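 note: plate controls were DMSO wells with enzyme plus substrate for no effect and substrate without enzyme for full effect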
#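 test system = LMPTP-A | amount = 0.625 nM LMPTP-A final | reagent = fluorogenic phosphatase substrate OMFP at 400 µM final | incubation = 50 min at room temperature | benchmarks = no-enzyme low control, uninhibited high control | medium = Bis-Tris pH 6.0, DTT, detergent | signal = fluorescence intensity of OMFP turnover product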
# TbMetRS inhib: blocks T. brucei methionyl-tRNA synthetase activity; purified T. brucei MetRS, ATP depletion, Kinase-Glo luminescence; inhibition, % at 11.9 µM; hit rate 0.4% among 360,000; AID 624268;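 active = inhibition above a per-plate cutoff of the control wells' mean inhibition plus 3 SD, cut at about 5.5% in these data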;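 note: 0% = DMSO wells median and 100% = median of wells with control inhibitor compound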
#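 technique = Kinase-Glo luminescence, ATP depletion format | system = purified MetRS (methionyl-tRNA synthetase) enzyme from Trypanosoma brucei | timing = 15 min preincubation, 2 h reaction, all 25 °C | evaluation = percent inhibition versus plate control medians | dosing = single dose, 11.9 µM final nominal, 0.9% final DMSO | also added = substrates ATP, L-methionine and bulk Escherichia coli tRNA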
# NadD inh: inhibitors of Staphylococcus aureus NadD. purified NadD enzyme, colorimetric absorbance read-out. inhibition, % at 20 µM. hit rate 0.78% among 360,000; in the data active = inhibition above about 26%; note: some compounds past the cut are filed as inactive
# Scp1 inh: blocks human Scp-1 phosphatase activity; Recombinant Scp1, phosphopeptide, malachite green phosphate absorbance; AID 493091; inhibition, % at 20 µM; Q9GZU7; hit rate 0.88% among 340,000;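 active = inhibition above about 50% at 20 µM, limit read from the data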;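 note: plate controls were DMSO wells with enzyme for no effect and wells lacking enzyme for full effect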
#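 assay system = SCP-1 phosphatase catalytic domain, residues 76-261 | buffer or medium = 50 mM Tris acetate pH 5.5, 0.005% Tween-20, 10 mM MgCl2 | incubation = enzyme reaction 45 min at room temperature, colour 5 min, stabilisation 30 min | signal = Phosphate-binding colour reagent, absorbance read at 630 nm | measure = % inhibition at 20 µM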
# NRP1-CendR mod: alters CendR peptide binding to human NRP-1. O14786. FAM-RPARPAR peptide binding to NRP-1, fluorescence polarization. hit rate 0.85% among 360,000. inhibition, % at 25 µM;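 active = inhibition or corrected inhibition above about 18%, plus a signal ratio from 0.5 to 1.5, limit read from the data, passing the limit was not always enough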; note: strong numbers were not always called active
# DNMT1 block: inhibitors of human DNMT1; P26358; DNMT1 molecular beacon, Hinp1I cleavage, fluorescence; inhibition (reported as % activation of signal), % at 10 µM; hit rate 0.83% among 360,000; in the data active = inhibition above about 50%
# Target sequence (P26358 504-1616 limits assumed): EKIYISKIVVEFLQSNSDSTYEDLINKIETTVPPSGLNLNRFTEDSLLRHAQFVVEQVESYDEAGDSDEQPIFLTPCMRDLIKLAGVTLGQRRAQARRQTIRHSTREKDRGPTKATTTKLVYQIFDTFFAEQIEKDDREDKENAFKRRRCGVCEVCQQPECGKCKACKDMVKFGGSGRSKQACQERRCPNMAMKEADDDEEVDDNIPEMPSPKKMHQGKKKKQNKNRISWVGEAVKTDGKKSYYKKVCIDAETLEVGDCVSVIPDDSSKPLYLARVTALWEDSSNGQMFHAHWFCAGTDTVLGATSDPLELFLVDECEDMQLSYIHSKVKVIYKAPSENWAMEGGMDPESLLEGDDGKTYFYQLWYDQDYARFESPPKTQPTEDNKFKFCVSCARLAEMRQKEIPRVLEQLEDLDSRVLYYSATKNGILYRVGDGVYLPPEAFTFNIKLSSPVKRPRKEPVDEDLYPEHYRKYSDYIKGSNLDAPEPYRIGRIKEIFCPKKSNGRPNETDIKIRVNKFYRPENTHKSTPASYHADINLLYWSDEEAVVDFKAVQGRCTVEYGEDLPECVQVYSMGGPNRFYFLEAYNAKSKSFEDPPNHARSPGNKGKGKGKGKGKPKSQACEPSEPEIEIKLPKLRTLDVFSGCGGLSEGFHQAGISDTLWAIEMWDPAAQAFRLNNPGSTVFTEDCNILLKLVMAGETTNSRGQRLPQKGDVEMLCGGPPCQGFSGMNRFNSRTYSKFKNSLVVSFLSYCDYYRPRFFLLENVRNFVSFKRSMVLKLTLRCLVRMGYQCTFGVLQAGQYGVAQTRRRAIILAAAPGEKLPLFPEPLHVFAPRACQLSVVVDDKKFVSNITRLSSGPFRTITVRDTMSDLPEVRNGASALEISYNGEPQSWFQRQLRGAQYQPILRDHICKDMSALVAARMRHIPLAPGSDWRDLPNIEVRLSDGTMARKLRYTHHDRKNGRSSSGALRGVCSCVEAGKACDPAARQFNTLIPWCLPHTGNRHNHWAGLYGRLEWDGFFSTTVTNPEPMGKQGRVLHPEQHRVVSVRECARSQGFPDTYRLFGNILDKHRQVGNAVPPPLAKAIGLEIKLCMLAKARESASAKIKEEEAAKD
# * marks the source's active call; other numbers are inactive results; i = inactive; nt = no result given.
SMILES,STEP block,Neddylation inh,SUMO1-SIM PPI,SKN-1 inh,LMPTP inh,TbMetRS inhib,NadD inh,Scp1 inh,NRP1-CendR mod,DNMT1 block
CCC(=O)N1CCN(CCN=CC2=C(O)CC(c3cccs3)CC2=O)CC1 (centres undefined),-2,i,3,-2,-3.1,-0.5,-5,0,2,-1
CC(C)Sc1cc(N2CCOCC2)nc(-c2ccccc2)n1,-3,i,0,4,3.0,0.6,0,0,6,-5
Cc1ccccc1OCc1nnc(SC(C)C(=O)O)n1Cc1ccccc1 (centres undefined),5,i,1,3,-1.0,-1.5,9,0,8,11
O=C1CC(NCc2ccncc2)C(=O)N1c1ccc(Cl)cc1 (centres undefined),1,i,-6,10,-2.8,0.4,5,-8,-4,-6
Cc1ccc(-n2nnc3c(=O)n(CC(=O)c4ccccc4)cnc32)cc1,2,i,-1,2,13,-0.2,-7,-5,18,8
O=C(Nc1ccccn1)c1ccc(Br)c(S(=O)(=O)N2CCCC2)c1,-2,i,23,3,-0.8,-0.4,-1,1,23,2
CCC(C)c1ccc(NC(=O)CSc2nncn2N)cc1 (centres undefined),2,i,1,12,2.8,-0.7,-2,-10,24,1
Cc1cccc(C(=O)c2cccc(C)c2)c1,-3,i,4,11,0.7,0.3,-3,-8,10,1
CCOC(=O)c1c(NC(=O)C(C)Sc2nnc(C)c(=O)[nH]2)sc2c1CCCC2 (centres undefined),1,i,22,3,0.5,-0.3,8,1,1,1
Cc1cc(NC(=O)CN2C(=O)NC(C)(c3ccc(Cl)cc3Cl)C2=O)no1 (centres undefined),-1,i,8,-10,-0.3,-0.3,-1,-10,-6,4
CCN1CCN(C(=O)c2ccc(N3CC4CC(C3)c3cccc(=O)n3C4)c(NC(=O)c3cc(OC)cc(OC)c3)c2)CC1 (centres undefined),-1,i,1,8,-0.8,-0.2,3,1,5,0
Cc1noc(C)c1COc1ccc(C(=O)NCCOc2ccccc2)cc1,0,i,4,-8,-0.2,-0.4,-5,4,10,-3
Cc1ccc(S(=O)(=O)N(CC(=O)NCCC2=CCCCC2)Cc2ccccc2)cc1,0,i,-1,6,1.8,-0.2,2,-13,3,1
CCOc1ccccc1NC(=O)COC(=O)C12CC3CC(CC(O)(C3)C1)C2,-2,i,2,13,-0.2,-0.1,-3,1,0,0
Cc1ccc(NC(=O)CN2C(=O)S/C(=C\c3cc(Cl)c(OCC(=O)O)c(Cl)c3)C2=O)cc1,98*,i,20,10,85*,-0.3,28*,90*,-54,8
Cc1ccc(S(=O)(=O)NC(=O)COc2ccc(Cl)cc2Cl)cc1,0,i,3,3,-1.6,-0.5,-7,-5,-3,2
O=C1NC(CCc2ccccc2)C(=O)N1CCOc1cccc(Br)c1 (centres undefined),0,i,6,11,0.9,1.1,-1,-29,-1,2
O=C(Nc1ccccc1N1CCN(C(=O)c2ccc(Cl)cc2)CC1)c1ccc2c(c1)OCO2,3,i,-3,29,3.9,-0.9,12,-5,5,3
CCOC(=O)C1=C(C)N=c2sc(=Cc3ccc(OCC(=O)O)cc3)c(=O)n2C1c1ccc(Cl)cc1 (centres undefined),10,i,44*,3,76*,0.0,4,nt,-188,92*
N#CCC(=O)c1ccccc1Oc1ccc(Cl)cc1,0,i,0,0,0.4,-0.4,0,-1,-2,-2
CCOC(=O)c1c(C)[nH]c(C)c1C(=O)COC(=O)CCc1ccccc1,1,i,6,0,0.2,-0.4,0,-7,10,-9
O=C1O/C(=C\c2ccccc2)c2ccccc21,0,i,-18,18,-0.8,-1.2,-4,-9,1,-2
Cn1nc(-c2ccc(Cl)cc2)c2cc(C(=O)NC3CC3)sc21,1,i,-11,7,1.5,-1.1,-1,-12,-8,8
CC(C)(C)OC(=O)C[C@@H]1C/C=C\C[C@@H](CC(=O)NCCO)C(=O)N[C@H](Cc2ccccc2)COC1=O,-1,i,1,-1,-0.4,-0.1,1,18,3,6
CN1CCC(N2CCN(C3CN(C4CCCC4)S(=O)(=O)C3)CC2)CC1 (centres undefined),-2,i,6,9,-6.2,-1.0,6,nt,0,3
O=C(O)C1CCN(S(=O)(=O)c2cccc3nonc23)CC1,0,i,-23,17,-0.2,-0.3,-2,3,-4,2
COc1c2occc2c(OC(C)=O)c2c(=O)cc(C)oc12,2,i,3,13,-1.6,0.3,-7,-3,0,3
Cc1ccc(SCC(=O)c2cc(C)c(OC(=S)N(C)C)c(C)c2)cc1,7,i,-1,15,2.5,-0.3,-9,-15,12,-6
Cc1cc(=O)n2[nH]c(Nc3cccc(Cl)c3)nc2n1,1,i,7,-4,-0.7,2.5,-6,-8,-7,0
COc1ccc(N2CCN(C(=O)NC34CC5CC(CC(C5)C3)C4)CC2)cc1,3,i,-4,7,-0.6,-0.5,-1,-8,9,-3
COc1ccc(COCC(O)CN2CCN(S(=O)(=O)c3c(F)cccc3F)CC2)cc1OC (centres undefined),0,i,0,0,1.3,-0.2,-6,-4,5,-1
Cc1ccc(S(=O)(=O)Nc2nc3ccccc3nc2N2CCc3ccccc3C2)cc1,-2,i,-4,5,1.4,-0.7,17,-10,-1,-3
COC(=O)C1CC(=O)N(CCc2c[nH]c3ccccc23)C1 (centres undefined),3,i,-2,3,-0.9,-1.0,0,-3,6,3
CC1(C)CC(=O)C(=C2SCCCS2)C(=O)C1,2,i,-13,14,-1.6,-1.2,-3,8,-1,7
O=S(=O)(Nc1ccc(Cc2ccncc2)cc1)N1CCCC1,0,i,0,10,0.6,-0.1,1,4,-12,-2
CS(=O)(=O)c1ccccc1C(=O)NCCC(c1ccccc1)c1ccccc1,-2,i,23,23,-2.7,-1.5,-5,3,-5,0
COc1ccc(CCNC(=O)c2c(C)nn(CC(C)C)c2Cl)cc1,1,i,2,11,-0.6,-0.6,1,-6,-1,0
COc1cc(/C=N/NC(=O)c2cccnc2)ccc1OCC(=O)Nc1c(C)cc(C)cc1C,-4,i,2,3,0.1,-0.4,2,-4,-2,-3
CCCNC(=O)C(NS(=O)(=O)c1ccc2c(c1)c(=O)n(C)c(=O)n2C)c1ccccc1 (centres undefined),2,i,8,-9,-0.5,-0.8,-3,-9,3,1
CC(C)C(NS(=O)(=O)c1cccs1)C(=O)NCCCN1CCCCCC1 (centres undefined),-1,i,-11,20,2.9,-0.8,2,-7,2,-4
Cc1ccc(S(=O)(=O)N2CCOCC2)cc1NC(=O)COc1cccc(-n2cnnn2)c1,-3,i,-2,13,-1.3,0.1,0,-2,-1,-1
CCCN1C(=S)c2ccccc2C1c1ccccc1 (centres undefined),-2,i,1,-1,0.8,0.5,-1,-6,-13,-2
O=C(CCCn1c(SCC(=O)Nc2ccccc2Cl)nc2ccccc2c1=O)NCC1CCCO1 (centres undefined),-2,i,1,9,-0.3,-1.3,-2,1,14,3
COC(=O)C1=C(C)OC(N)=C(C#N)C1c1ccc(OC)c(OC)c1OC (centres undefined),-3,i,-8,12,1.0,-1.1,-1,0,-11,7
COc1cc2cc(CN(Cc3cccs3)C(=S)Nc3ccc(C)cc3)c(=O)[nH]c2cc1OC,-1,i,-3,16,2.1,-0.2,6,-7,4,-3
O=[N+]([O-])c1nccn1CCCCCCCCCCCN1CCOCC1,-2,i,-24,20,2.1,-0.1,-3,nt,-15,-2
Cc1ccnc(NC(=O)C(Cc2ccccc2)NC(=O)c2ccccc2)c1 (centres undefined),-2,i,-7,5,-0.5,0.5,-9,-9,-1,1
S=c1[nH]nc(COc2ccccc2)n1/N=C/C=C/c1ccco1,2,i,-4,5,1.7,-0.5,-5,-3,-16,9
COc1ccccc1CCc1nnc(CCC(=O)NCC2CCCO2)o1 (centres undefined),1,i,4,14,-0.1,-0.3,-2,-7,21,2
CN(Cc1ccc(F)cc1)C(=O)CN1C(=O)c2ccccc2S1(=O)=O,-3,i,1,13,-3.6,-0.2,-2,0,2,0
CCc1noc(C)c1C(=O)NCCc1ccccc1,3,i,0,10,-1.4,-0.3,0,-7,4,3
S=C(Nc1ccc(Oc2ccccc2)cc1)Nc1cccnc1,5,i,-1,-2,0.3,-0.3,3,-3,-1,-2

# Sorted by length of the SMILES (rising): some entries from above
SMILES,STEP block,Neddylation inh,SUMO1-SIM PPI,SKN-1 inh,LMPTP inh,TbMetRS inhib,NadD inh,Scp1 inh,NRP1-CendR mod,DNMT1 block
CCc1noc(C)c1C(=O)NCCc1ccccc1,3,i,0,10,-1.4,-0.3,0,-7,4,3
S=C(Nc1ccc(Oc2ccccc2)cc1)Nc1cccnc1,5,i,-1,-2,0.3,-0.3,3,-3,-1,-2
COc1ccccc1CCc1nnc(CCC(=O)NCC2CCCO2)o1 (centres undefined),1,i,4,14,-0.1,-0.3,-2,-7,21,2
O=[N+]([O-])c1nccn1CCCCCCCCCCCN1CCOCC1,-2,i,-24,20,2.1,-0.1,-3,nt,-15,-2
S=c1[nH]nc(COc2ccccc2)n1/N=C/C=C/c1ccco1,2,i,-4,5,1.7,-0.5,-5,-3,-16,9
Cc1ccnc(NC(=O)C(Cc2ccccc2)NC(=O)c2ccccc2)c1 (centres undefined),-2,i,-7,5,-0.5,0.5,-9,-9,-1,1
CN(Cc1ccc(F)cc1)C(=O)CN1C(=O)c2ccccc2S1(=O)=O,-3,i,1,13,-3.6,-0.2,-2,0,2,0
O=C(CCCn1c(SCC(=O)Nc2ccccc2Cl)nc2ccccc2c1=O)NCC1CCCO1 (centres undefined),-2,i,1,9,-0.3,-1.3,-2,1,14,3
Cc1ccc(S(=O)(=O)N2CCOCC2)cc1NC(=O)COc1cccc(-n2cnnn2)c1,-3,i,-2,13,-1.3,0.1,0,-2,-1,-1
COc1cc2cc(CN(Cc3cccs3)C(=S)Nc3ccc(C)cc3)c(=O)[nH]c2cc1OC,-1,i,-3,16,2.1,-0.2,6,-7,4,-3
